Myeloid diff MLP: myeloid differentiation induction. ER-HoxA9 myeloid progenitors, lysozyme-GFP differentiation, flow cytometry. calls only at 10 µM. 360,000 compounds, 1% hits;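 active means normalized GFP-positive differentiation at or above the plate's own cutoff, the solvent-only control mean plus 3 SD; inconclusive means no clear call, values can overlap the other calls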;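 further: cells exposed to compound for four days before flow analysis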
Myeloid diff MLP GFP+ MAC1+ %: also measured in Myeloid diff MLP; calls as there; GFP+ MAC1+ double positive, %; measured here: differentiation confirmed by MAC1 staining
Active calls of the source: *; i = inactive; ? = inconclusive; nt = not tested or not shown. Only part of the results is shown; rates above refer to the full screens.

Structure	Myeloid diff MLP	Myeloid diff MLP GFP+ MAC1+ %
COc1ccc2c3c(n(C(=O)OC(C)(C)C)c2c1)C1CC=C(COC(C)=O)CN1CC3 (stereo not given)	i	1.9
CN(C)c1ccc(-c2[nH][nH]c(=O)c2NC(=O)c2ccccn2)cc1	i	1.0
CCC(=O)NC(c1ccco1)c1cc(Br)c2cccnc2c1O (stereo not given)	i	1.8
CC(C#Cc1ccc2c(c1)COc1c3ccccc3nn1-2)OC(C)(C)C (stereo not given)	i	3.1
Cc1cc(NC(=O)CN2C(=O)NC(C)(c3ccc(Cl)cc3Cl)C2=O)no1 (stereo not given)	i	0.6
O=C(Cn1cc([N+](=O)[O-])ccc1=O)N1CCc2ccccc21	i	1.0
CCC/C=C/c1ccc(CN2C(C(C)C)C(=O)N(Cc3cn(CC4CCCCC4)nn3)CCS2(=O)=O)cc1 (stereo not given)	i	3.8
CC(=O)c1cc2c(cc1NC(=O)Cc1ccsc1)OCO2	i	0.4
CCN(CC)S(=O)(=O)c1ccc(/C=C/C(=O)OCC(=O)Nc2cccnc2Cl)cc1	i	0.1
Nc1[nH]c(C(=O)c2ccccc2)c(-c2ccc(Cl)cc2Cl)c1C(=O)c1ccc(Cl)c(Cl)c1	i	1.4
Cc1ccc(S(=O)(=O)N2CCOCC2)cc1C(=O)Nc1cc(S(=O)(=O)N2CCCCC2)ccc1O	i	1.1
O=C(c1ccco1)N1CCN(C(=O)c2cnn(-c3ccc(F)cc3)c2-n2cccc2)CC1	i	0.9
CCCN1C[C@@H](C)[C@@H](OC)CN(C)C(=O)c2ccc(NC(=O)c3cccc(F)c3)cc2OC[C@H]1C	i	2.8
CC(OC(=O)C1=COCCO1)C(=O)c1ccc(Br)cc1 (stereo not given)	i	1.0
OC[C@@H](O)C(O)[C@@H](O)CO (stereo not given in full)	i	1.3
Cc1ccc(-c2nc3ccc(Cl)cn3c2Cc2cccc(F)c2)cc1	i	0.5
CC(=O)N(Cc1ccccc1)C(CC(=O)NCc1ccccc1)C(=O)O (stereo not given)	i	1.1
Cc1csc(SCC(=O)N(c2ccccc2)C(C)C)n1	i	0.7
O=C(NCc1ccccc1CN1CCCC1)c1ccc(Cl)c(N2CCCC2=O)c1	i	0.6
COc1ccc2c(c1)OC[C@H]1[C@H]2N2C(=O)c3ccc(C)cc3NC(=O)[C@@]2(C)[C@H]1c1ccccc1	i	1.9

4 structures out of the list, sorted by SMILES length, rising.
Structure	Myeloid diff MLP	Myeloid diff MLP GFP+ MAC1+ %
OC[C@@H](O)C(O)[C@@H](O)CO (stereo not given in full)	i	1.3
Cc1ccc(-c2nc3ccc(Cl)cn3c2Cc2cccc(F)c2)cc1	i	0.5
O=C(NCc1ccccc1CN1CCCC1)c1ccc(Cl)c(N2CCCC2=O)c1	i	0.6
COc1ccc2c(c1)OC[C@H]1[C@H]2N2C(=O)c3ccc(C)cc3NC(=O)[C@@]2(C)[C@H]1c1ccccc1	i	1.9

(list continues)
Structure	Myeloid diff MLP	Myeloid diff MLP GFP+ MAC1+ %
COCCNC(=O)C1(C)CCCN(C(=O)c2ccc3c(c2)CCO3)C1 (stereo not given)	i	0.9
CCCCN(C(=O)c1ccc2c(c1)OCO2)c1c(N)n(CC(C)C)c(=O)[nH]c1=O	i	0.5
CCCc1nc2ccc(Br)cn2c1Cc1ccccc1	i	0.7
COc1ccccc1CNc1nc(Nc2ccccc2-n2cccn2)c2sccc2n1	i	0.6
COc1ccc(C(=O)Nc2ccc(Cl)cc2F)cc1S(=O)(=O)N1CCCC1	i	0.4
CCc1noc(C)c1C(=O)OCC(=O)Nc1ccc2c(c1)OCO2	i	0.8
COc1cc(Br)ccc1NC(=O)c1ccccc1-c1ccccc1C(=O)O	i	0.5
CCc1nc2ccc(C(=O)N(C)C(C)C)cn2c1N(CCC(C)C)CCN(C)C	i	1.3
COC(=O)c1ccc(C)c(NC(=O)C2CC(=O)N(C3CCCC(C)C3C)C2)c1 (stereo not given)	i	1.2
COc1ccc(Nc2nnc(SCC(=O)NC3CCS(=O)(=O)C3)s2)cc1 (stereo not given)	i	0.6
COc1cc(SC)ccc1C(=O)NNC(=O)C1COc2ccccc2O1 (stereo not given)	i	1.2
Cc1noc(C)c1-c1ccc2ncnc(NC(C)c3ccco3)c2c1 (stereo not given)	?	nt
CCOC(=O)C1CCCN(C(=O)c2ccc(SC(F)(F)F)cc2)CC1 (stereo not given)	i	0.7
Nc1nc(N)nc(-c2cc([N+](=O)[O-])ccc2O)n1	i	0.0
CN(CCOc1ccc(Cl)cc1)C(=O)c1cccc(S(=O)(=O)N2CCN(Cc3ccccc3)CC2)c1	i	1.7
COc1ccc(OC)c(NC(=O)CCNS(=O)(=O)c2ccc3c(c2)CC(C)N3C(C)=O)c1 (stereo not given)	i	0.8
O=C(NC(CC1CCCCC1)C(=O)O)c1ccccc1 (stereo not given)	i	1.3
Cc1c(C(=O)N2CCN(C(=O)c3ccccc3)CC2)oc2ccc(F)cc12	i	0.7
COc1cccc(CNC(=O)COC(=O)CCc2cc(OC)c(OC)c(OC)c2)c1	i	0.8
COc1cccc2c(=O)c3c(oc12)CCCC3	i	0.4

Structure	Myeloid diff MLP	Myeloid diff MLP GFP+ MAC1+ %
CCOC(=O)c1c(C)[nH]c(C)c1C(=O)COC(=O)COc1ccc(Cl)c(C)c1	i	0.3
COc1ccc(-c2coc3c(C(=O)NCc4ccc(OC)c(OC)c4)cccc23)c(C)c1	i	0.6
CCCNC(=O)c1cc(C2CCCCN2C(=O)c2ccc(C(C)C)cc2)on1 (stereo not given)	i	1.1
COc1cccc(-c2cc(C(=O)Nc3ccc(N(C)C(C)=O)cc3)c3cc(Br)ccc3n2)c1	i	0.3
CCNC(=O)C1(C)CCN(C(=O)CCc2ccccc2)C1 (stereo not given)	i	0.9
CC(C)c1nc(SCC(=O)Nc2cccc3ccccc23)n[nH]1	i	1.6
COc1ccc(NC(=O)C2Cc3c(-c4ccccc4Oc4ccccc4)ccnc3O2)cc1 (stereo not given)	i	1.4
CC1(Cc2ccc3ccccc3n2)C(=O)Nc2ccc(OC(F)(F)F)cc21 (stereo not given)	i	0.5
CCc1nc2ccc(C(=O)N(C)CCN(C)C)cn2c1N(CC)CCOC	i	1.4
OCC(CO)c1cnnc2ccccc12	i	0.9
Cc1cccc(C)c1-c1ccc(CN2C(CC(C)C)C(=O)N(Cc3cn(CC4CCCCC4)nn3)CCS2(=O)=O)cc1 (stereo not given)	i	0.6
CC(=O)N(O)CCCCCNC(=O)CCC(=O)N(O)CCCCCNC(=O)CCC(=O)N(O)CCCCCNC(=O)CCC(=O)O	i	3.9
CCN(CCS(=O)(=O)c1ccc(Cl)cc1)Cc1nc2ccccc2c(=O)[nH]1	i	1.0
O=S(=O)(Nc1cc(Cl)ccc1N1CCOCC1)c1ccccc1Cl	i	0.3
CCOC1=C2[C@@H](CN(S(=O)(=O)c3ccc(C)cc3)[C@H]2c2cccc3ccccc23)[C@H]2C(=O)N(C)C(=O)[C@H]2C1	i	0.6
CCCCCCCCCC(=O)N[C@@H]1c2cc(OC)c(OC)cc2C[C@H]1OCc1ccccc1	i	0.2
CC(CC(=O)Nc1ccc(Cl)c(S(=O)(=O)N2CCOCC2)c1)c1ccccc1 (stereo not given)	i	0.6
CCN(CC(=O)Nc1c(Cl)cccc1Cl)C(=O)C1CCN(c2ncnc3sc(C)c(C)c23)CC1	i	1.1
Cc1nc2sccn2c(=O)c1S(=O)(=O)Nc1ccc(N2CCOCC2)cc1	i	2.6
COCC(=O)N(C)C[C@@H]1Oc2cc(-c3ccc(F)cc3)ccc2S(=O)(=O)N([C@H](C)CO)C[C@H]1C	i	0.3

Structure	Myeloid diff MLP	Myeloid diff MLP GFP+ MAC1+ %
COc1ccc(S(=O)(=O)N(C)C[C@H]2Oc3c(NC(=O)C4CC4)cccc3C(=O)N([C@H](C)CO)C[C@@H]2C)cc1	i	1.6
O=C(OCC(=O)N1CCCCC1)c1cc(=O)[nH]c2ccccc12	i	1.0
CC[C@@H]1C=C(C(=O)O)[C@H](c2ccc(Br)cc2)N1S(=O)(=O)c1ccc(C)cc1	i	0.4
CCN(CC)c1ccc(C(=O)NNC(=O)c2ccc3c(=O)n4c(nc3c2)CCC4)cc1	i	0.8
CCOc1ccccc1N1CCN(CC(=O)N(C2CCCC2)C2CCS(=O)(=O)C2)CC1 (stereo not given)	i	1.7
CC(OC(=O)c1ccc([N+](=O)[O-])o1)C(=O)NC1CCCCC1C (stereo not given)	i	1.4
O=C(c1ccc(F)cc1)C1CCN(Cc2ccccc2F)CC1	i	1.2
Cc1cc(C)cc(N)c1	i	1.8
CC(=O)Nc1cc(-c2ccc(C(=O)N3CCOCC3)cc2)cn2c(-c3cccc(C(C)=O)c3)cnc12	i	1.0
COc1ccccc1S(=O)(=O)N[C@@H]1CC[C@@H](CCn2cc(C3CC3)nn2)O[C@@H]1CO	i	0.6
O=C(Nc1ccccc1)OCCCCOC(=O)Nc1ccccc1	i	0.3
COc1ccc(C(=O)c2c3ccccc3[n+]([O-])n2Cc2ccc(C(N)=O)cc2)cc1	i	1.3
O=C1NC[C@H](CCCCN2C[C@H](Cc3ccccc3)N(CCc3ccccc3)C(=O)C2=O)N(CC2CCCCC2)C1=O	i	1.1
COc1ccc(NC(=O)CN2C(=O)C3CC=CCC3C2=O)cc1Cl (stereo not given)	i	1.0
O=C(Nc1ccccn1)c1ccc2c(=O)n3c(nc2c1)CCCCC3	i	0.7
O=C(COc1cccnc1[N+](=O)[O-])Nc1ccc(F)cc1	i	1.5
COc1ccc(NC(=O)c2cccc3c2C(=O)c2ccc(-c4ccc(F)cc4OCc4ccccc4)cc2S3(=O)=O)cc1	i	2.0
COc1ccc(CN(C)CC(=O)Nc2cccc(S(=O)(=O)N(C)c3ccccc3)c2)c(OC)c1	i	0.7
CC(C)CN(C(=O)CSc1ncnc2ccccc12)C1CCS(=O)(=O)C1 (stereo not given)	i	2.1
CC(N)c1csc(Nc2ccc(C(=O)NCCO)cc2)n1 (stereo not given)	i	1.3

Structure	Myeloid diff MLP	Myeloid diff MLP GFP+ MAC1+ %
Cc1cccc(C)c1OCCOC(=O)c1cccc(S(=O)(=O)N2CCOCC2)c1	i	1.2
COc1cc2c(cc1OC)C(CNC(=O)C=Cc1cc(OC)c(OC)c(OC)c1)C2 (stereo not given)	i	1.3
COc1ccc(-c2csc(NC(=O)C3CSC4(C)CCC(=O)N34)n2)cc1 (stereo not given)	i	1.3
O=C(CN1C(=O)/C(=C2/SC(=S)N(CCS(=O)(=O)O)C2=O)c2ccccc21)Nc1cccc(C(F)(F)F)c1	i	1.0
Nc1nonc1-n1nnc(C(=O)N/N=C/c2ccccc2F)c1CN1CCOCC1	i	1.9
COc1ccc(S(=O)(=O)N2CCN(C(=O)CCOc3ccccc3)CC2)cc1OC	i	0.3
C=C1c2ccccc2O[C@H](C(=O)OCC)[C@@H]1C1CCCCC1	i	0.3
CC(Nc1cccc([N+](=O)[O-])c1)C(=O)Nc1ccc(S(=O)(=O)N2CCCC2)cc1 (stereo not given)	i	0.8
COCCNC(=O)C1(C)CCCN(C(=O)c2cccc(OC(F)(F)F)c2)C1 (stereo not given)	i	2.3
O=C(NCc1ccccc1)c1ccc(-c2ccc(F)c(F)c2)c2ccoc12	i	1.3
CCC(NC(=O)C1CCCC1)c1ccccc1 (stereo not given)	i	0.5
CCOC(=O)/C=C/C(=O)Nc1cc(S(=O)(=O)Nc2ccc(OC)cc2)ccc1N1CCOCC1	i	1.1
CC1(C(=O)NCc2ccc(F)c(F)c2)Cc2c(-c3ccccc3)ccnc2O1 (stereo not given)	i	0.6
O=C(COC(=O)C12CC3CC(CC(Cl)(C3)C1)C2)Nc1ccccc1	i	0.9
COCCN1C[C@@H](CO)O[C@@H](n2cnc3c(NCc4cc(OC)c(OC)c(OC)c4)ncnc32)C1	i	1.1
C=CCn1c(SCC(=O)NCC(c2ccccc2)N(C)C)nnc1C1CCCCC1 (stereo not given)	i	0.5
COc1cccc(-c2cnc(C(O)c3ccc(C(C)(C)C)cc3)[nH]2)c1 (stereo not given)	i	0.5
CC(OC(=O)CN1C(=O)NC2(CCCC2)C1=O)c1ccc(F)cc1 (stereo not given)	i	0.5
CC(=O)c1cccc(-c2cnc3c(NC=O)cc(-c4ccc(C(=O)N5CCOCC5)cc4)cn23)c1	i	0.3
O=C(COC(=O)c1ccc(O)cc1)Nc1ccc(S(=O)(=O)N2CCOCC2)cc1	i	1.6

Given with each value named: four of the compounds above
Nc1nonc1-n1nnc(C(=O)N/N=C/c2ccccc2F)c1CN1CCOCC1
  Myeloid diff MLP: i; Myeloid diff MLP GFP+ MAC1+ %: 1.9

C=C1c2ccccc2O[C@H](C(=O)OCC)[C@@H]1C1CCCCC1
  Myeloid diff MLP: i; Myeloid diff MLP GFP+ MAC1+ %: 0.3

CC(OC(=O)CN1C(=O)NC2(CCCC2)C1=O)c1ccc(F)cc1 (stereo not given)
  Myeloid diff MLP: i; Myeloid diff MLP GFP+ MAC1+ %: 0.5

COCCNC(=O)C1(C)CCCN(C(=O)c2cccc(OC(F)(F)F)c2)C1 (stereo not given)
  Myeloid diff MLP: i; Myeloid diff MLP GFP+ MAC1+ %: 2.3

(next part)
Structure	Myeloid diff MLP	Myeloid diff MLP GFP+ MAC1+ %
CN1CCN(S(=O)(=O)c2cccc(C(=O)N3CCN(c4ccccc4)CC3)c2)CC1	i	0.8
CN(C)c1ccc(C(=O)C=Cc2ccc([N+](=O)[O-])cc2)cc1	i	1.0
Cc1cc(C)n2c(SCC(=O)N(CCC#N)c3ccc4c(c3)OCCO4)nnc2n1	i	0.7
C[C@@H]1CN([C@@H](C)CO)C(=O)c2cc(NC(=O)CCC(F)(F)F)ccc2O[C@H]1CN(C)Cc1ccc(Cl)c(Cl)c1	i	1.5
CCn1nc(C(=O)N2CCc3ccccc32)c2ccccc2c1=O	i	0.3
